TDP1 inh: qHTS Assay for Inhibitors of Tyrosyl-DNA Phosphodiesterase (TDP1); recombinant TDP1, AlphaScreen DNA substrate cleavage; Potency, µM (doses to about 130 µM), for inactives: at the top dose activity change, negative = inhibition, hits mostly inhibitors; 350,000 tested, 0.28% active; Tyrosyl-DNA phosphodiesterase 1 (Homo sapiens), Q9NUW8; AID 485290, 2010; note: nearly all actives have a fitted effect of over 40% in size
Target sequence (Q9NUW8 whole entry, looked up): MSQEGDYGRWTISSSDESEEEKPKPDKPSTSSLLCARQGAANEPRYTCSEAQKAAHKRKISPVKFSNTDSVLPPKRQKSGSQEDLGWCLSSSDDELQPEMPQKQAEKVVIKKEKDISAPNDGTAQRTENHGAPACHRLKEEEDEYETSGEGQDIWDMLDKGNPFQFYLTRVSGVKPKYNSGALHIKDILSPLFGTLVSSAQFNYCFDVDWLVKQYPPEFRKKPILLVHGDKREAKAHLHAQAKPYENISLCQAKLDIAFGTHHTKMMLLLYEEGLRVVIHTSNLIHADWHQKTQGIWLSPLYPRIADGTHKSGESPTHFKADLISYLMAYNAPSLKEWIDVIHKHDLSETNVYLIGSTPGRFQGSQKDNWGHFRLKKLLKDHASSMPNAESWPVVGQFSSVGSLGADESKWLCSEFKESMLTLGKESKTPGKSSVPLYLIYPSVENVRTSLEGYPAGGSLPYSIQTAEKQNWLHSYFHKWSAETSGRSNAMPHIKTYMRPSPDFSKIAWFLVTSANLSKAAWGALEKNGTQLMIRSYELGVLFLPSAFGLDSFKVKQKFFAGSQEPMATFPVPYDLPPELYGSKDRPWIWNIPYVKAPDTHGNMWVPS
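Enzyme-compound mixtures sat 15 min at room temperature, followed by a 5 min reaction with 15 nM final substrate and 10 min with AlphaScreen beads. Recombinant human Tdp1 was used at 1 nM final.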
KAT2A inh: qHTS Assay for Inhibitors of GCN5L2; 390,000 tested, 0.21% active; Histone acetyltransferase KAT2A (Homo sapiens), Q92830; Potency, µM (series often up to 58.9 µM), inactives show at the top dose activity change, negative = inhibition, hits mostly inhibitors; GCN5L2 HAT assay, ThioGlo1 CoA-SH fluorescence; AID 504327, 2011
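Free CoA generated was detected with ThioGlo1 (50uM) fluorescence at Ex340nm/Em540nm, read immediately and after 20 min at room temperature. Enzyme, 20 nM in HEPES pH 7.5 buffer, saw compounds 15 min before adding 75uM H3(1-25) peptide and 70uM acetyl-CoA.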
Starred values were filed as active, the others as inactive; ? = inconclusive; . = not tested or not shown; & = joins results of further samples; [ ] = remark or other dose. Calls come from the whole dose curve; as a rule, active = well fitted curve in the direction sought with a large enough effect; inconclusive = small, poorly fitted or top-dose-only effect, or another doubt; inactive = no such curve, though single readings can be large; an effect the other way counts as inactive or inconclusive. % is set by controls: 0 for no effect and ±100 for the full control effect; potency is the fitted concentration of half-maximal effect.

TDP1 inh | KAT2A inh | structure
2%[21 µM] | . | CO[C@H]1COC(=O)[C@@H](C)COC(=O)[C@@H](OCc2ccccc2)/C=C\[C@@H]1C
3%[12.3 µM] | . | COC(=O)c1ccccc1S(=O)(=O)N1CCc2nc(-c3ccc(OC)cc3C)c3c(c2C1)CO[C@@H](c1ccccc1)C3
7.1µM* | . | O=C(Nc1ccc2nc(-c3ccco3)c(-c3ccco3)nc2c1)N1CCCC1
7% | . | CCCn1c(C)nc2c(NC3CCN(Cc4ccccc4)C3)nc(C)nc21 (centres undefined)
0% | . | C=CCCN(C(C)C(=O)OC)S(=O)(=O)c1ccccc1Br (centres undefined)
9% | . | COC(=O)CNC(=O)[C@@]1(Cc2ccccc2)C=C[C@@H](C)N1C(=O)c1ccccc1
7% | . | CC/C=C\C/C=C\C/C=C\C/C=C\C/C=C\C/C=C\CCC(=O)NCCCC(=O)O
-9% | . | O=C(OCC#CCSc1nnc(-c2cccc3ccccc23)o1)c1ccc(SC(F)(F)F)cc1
4% | . | NCCC[C@@H](CC(=O)N[C@@H]1CCCC[C@H]1C(=O)N[C@H](CC(=O)N[C@@H](CCC(=O)O)CC(=O)O)Cc1ccccc1)NC(=O)C[C@H](Cc1ccccc1)NC(=O)[C@@H]1CNCC[C@H]1N
5%[21 µM] | . | CCOC(=O)CCN1C(=O)[C@H]2[C@H]3[C@H](O)[C@H](O)C/C(=N/NC(=O)OCc4ccc(OC)cc4)[C@H]3CC[C@@H]2C1=O
2% | . | COC(=O)N1C2(C=CC1(C)C(=O)NCc1ccc(N(C)C)cc1)CCCCC2 (centres undefined)
16%&8% | . | Cc1ccccc1C
5% | . | COC(=O)C1CC1C(NC(=O)[C@@H]1CCCN1)c1ccccc1 (some centres undefined)
0%&3% | . | COc1cc(F)c(S(=O)(=O)N2CCCN(S(=O)(=O)c3cccc(N)c3)CC2)c(F)c1
-3% | . | CCCCCCCC1Cc2ccccc2C(C(C(=O)OC)C(=O)OC)N1C(=O)OC (centres undefined)
7% | . | CCCCC[C@H](O)/C=C/C=C\CCCCCCCCCC(=O)O
1% | . | O=C1CCc2cc(S(=O)(=O)NCc3ccccc3)ccc2N1
-3% | . | Cc1cccc(C(=O)NCC(=O)OC(C(=O)Nc2cc(C(F)(F)F)ccc2Cl)c2ccccc2)c1 (centres undefined)
1%[21 µM] | . | C/C(CCN1CCCCc2nc(C)c(C)cc21)=N\OC[C@@H](C)[C@H](OCc1ccccc1)C(C)C
20% | . | COC(=O)C1=C[C@@H](C(=O)OC)[C@@H]2C3=C(C(=O)C2(C)C)[C@H](c2ccccc2)[C@@H]2C(=O)N(c4ccccc4)C(=O)[C@@H]2[C@@H]3C1
-6%[56.1 µM] | . | CNC(=O)[C@H]1O[C@@H](n2cnc3c(NCc4cccc(I)c4)ncnc32)[C@H](O)[C@H]1O
7% | . | CCCn1c(-c2ccc(F)cc2)nc2c(NCCN3CCSCC3)nc(C)nc21
-5% | . | O=C1CCCC2=C1C1(CCOCC1)N=C(Nc1nc3ccccc3o1)N2
9% | . | COC(=O)c1ccc(C(/C=C/[C@@H](C)C(=O)NCc2ccccc2)NC(=O)OCc2ccccc2)cc1 (some centres undefined)
-3% | . | CC1(OC(=O)c2ccc(Cl)nc2)C(=O)C=C2C=C(C3CC3)OC=C2C1=O (centres undefined)
6% | . | Cc1ccc([N+](=O)[O-])c(C)c1
3% | . | CC1(C)OCC(CSC2=C(SCC3COC(C)(C)O3)C(=O)c3ncccc3C2=O)O1 (centres undefined)
7% | . | N#CCCCSc1nnnn1-c1cc(C(F)(F)F)cc(C(F)(F)F)c1
-6% | . | Cc1noc(CN(C)c2ncnc3ccc(-c4ccc5c(c4)OCO5)cc23)n1
3% | . | CCN(CC)CCCCn1c(-c2ccccc2)nc2c(NCCOC)nc(C)nc21

The list goes on, overlapping the part above by four compounds.
TDP1 inh | KAT2A inh | structure
3% | . | CC1(C)OCC(CSC2=C(SCC3COC(C)(C)O3)C(=O)c3ncccc3C2=O)O1 (centres undefined)
7% | . | N#CCCCSc1nnnn1-c1cc(C(F)(F)F)cc(C(F)(F)F)c1
-6% | . | Cc1noc(CN(C)c2ncnc3ccc(-c4ccc5c(c4)OCO5)cc23)n1
3% | . | CCN(CC)CCCCn1c(-c2ccccc2)nc2c(NCCOC)nc(C)nc21
7%[21 µM] | . | CC12C=C(/C=C/C=C/c3ccccc3)C(C)(C1)C(/C=C/c1ccccc1)CC2=O (centres undefined)
3% | . | CCc1c2c(nc3ccc(OC)cc13)OC(C)C2 (centres undefined)
-1% | . | c1nc(NCC2CCCO2)c2ccc(-c3ccc4c(c3)OCO4)cc2n1 (centres undefined)
6%[12.3 µM] | . | CC(=O)Nc1ccc(S(=O)(=O)N2CCc3nc(COc4ccccc4)c4c(c3C2)CO[C@@H](C)C4)cc1
7% | . | COc1ccc(-c2nc(-c3ccccc3)oc2Nc2c(C)cccc2C)cc1
7% | . | C1CCCNCC1
4% | . | CC(C)c1ccc(C2C3=C(CC(c4ccco4)CC3=O)Nc3nc(C(F)(F)F)nn32)cc1 (centres undefined)
4% | . | C=CCC(C)(O)c1ccc(OC)cc1 (centres undefined)
1% | . | Cn1c2cc(S(C)(=O)=O)sc2c2cnn(Cc3ccccc3F)c(=O)c21
-10%[12.3 µM] | . | COC(=O)C[C@H]1c2ccccc2C2=C(C[C@@H](C)[C@H]3C(=O)NC(=O)[C@@H]23)N1C(=O)OC
. | -11%[12.7 µM] | CCCC[C@]12Cc3cc(OC)c(OC)cc3C(O1)c1c(cc(-c3ccccc3)oc1=O)O2
. | -1% | CCCSc1nc2sc3c(c2c(=O)n1-c1cccc(Br)c1)CC(C)(C)OC3
. | -18% | O=c1[nH]c(CSc2nc3ccccc3s2)nc2cc(Cl)ccc12
. | -10% | N#Cc1nc(-c2cccc3ccccc23)oc1NCC#CCOC(=O)c1cccs1
. | -6% | NC(=O)OC[C@@H]1[C@H](NC(=O)/C(=N/OCC(=O)O)c2csc(N)n2)C(=O)N1S(=O)(=O)O
. | 9% | S=C(Sc1ccc(Cl)cc1)Sc1ccc(Cl)cc1
. | -29% | C(=C\c1ccccn1)/c1cccnc1
. | -3% | Fc1ccc(N2CCN(Cc3c[nH]c4ccccc34)CC2)cc1
. | -3%[12.7 µM] | CCCCn1c(C)cc2c(c1=O)[C@H]1O[C@](CCCC)(Cc3cc(OC)c(OC)cc31)O2
. | -2%[12.7 µM] | CCCC[C@]12Cc3ccccc3C(O1)c1c(c3ccccc3oc1=O)O2
. | -3% | Cn1c(SCC(=O)O)nnc1-c1ccc2ncccc2c1
. | -12% | COC(=O)C(=C/C=C/N1CCOCC1)C(=O)OC
. | -12% | CC1CCCN(C(=O)Cn2nnc(-c3ccc([N+](=O)[O-])cc3)n2)C1 (centres undefined)
. | -8% | CO/N=C(/C(=O)N[C@@H]1C(=O)N2C(C(=O)O)=C(CSc3cnns3)CS[C@H]12)c1csc(N)n1
. | -15%[12.7 µM] | CCCC[C@]12Cc3c(ccc4ccccc34)C(O1)C1=C(O2)C(=O)c2ccccc2C1=O
. | -2% | Oc1ccc(CNCc2ccc3c(c2)OCO3)c2cccnc12
. | -6% | Cn1c2cc(Br)sc2c2cnn(Cc3ccc(F)cc3)c(=O)c21
. | -10%[12.7 µM] | COc1ccc([C@]23Cc4ccccc4C(O2)c2c(cc(C)n(Cc4ccccc4)c2=O)O3)cc1
. | -2% | CC(C)[C@@H]1CC[C@@H](C)C[C@@H]1P(=O)(c1ccccc1)c1ccccc1
. | 3% | COC(=O)N1C(=O)[C@@](CC(C)C)(c2ccccc2)N1C(=O)OC

Three compounds drawn at random from those above:
TDP1 inh | KAT2A inh | structure
7% | . | CCCCC[C@H](O)/C=C/C=C\CCCCCCCCCC(=O)O
-3% | . | CCCCCCCC1Cc2ccccc2C(C(C(=O)OC)C(=O)OC)N1C(=O)OC (centres undefined)
2% | . | COC(=O)N1C2(C=CC1(C)C(=O)NCc1ccc(N(C)C)cc1)CCCCC2 (centres undefined)

Back to the main list, repeating the three entries before the break.
TDP1 inh | KAT2A inh | structure
. | -10%[12.7 µM] | COc1ccc([C@]23Cc4ccccc4C(O2)c2c(cc(C)n(Cc4ccccc4)c2=O)O3)cc1
. | -2% | CC(C)[C@@H]1CC[C@@H](C)C[C@@H]1P(=O)(c1ccccc1)c1ccccc1
. | 3% | COC(=O)N1C(=O)[C@@](CC(C)C)(c2ccccc2)N1C(=O)OC
. | -5% | CCC1NC(=O)C(NC(=O)c2ncccc2O)C(C)OC(=O)C(c2ccccc2)NC(=O)C2CC(=O)CCN2C(=O)C(Cc2ccccc2)N(C)C(=O)C2CCCN2C1=O (centres undefined)
. | -10% | CC(=O)NC(c1ccco1)c1cc(Cl)c2ccc(N(C)C)nc2c1O (centres undefined)
. | -19% | CCC(=O)O[C@@H]1CC(=O)O[C@H](C)CC=CC=C[C@@H](O)[C@H](C)C[C@H](CC=O)[C@H](O[C@H]2O[C@H](C)[C@@H](O[C@H]3C[C@@](C)(O)[C@@H](OC(=O)CC)[C@H](C)O3)[C@H](N(C)C)[C@H]2O)[C@H]1OC
. | -3% | OCc1cn(Cc2ccc(O)c3ncccc23)cn1
. | -15% | Cc1cc(S(=O)(=O)Nc2ccc(O)c(Sc3nc4ccccc4s3)c2)ccc1Cl
. | -15% | O=C(OCC#CCNc1nnc(-c2cccc3ccccc23)o1)c1cccs1
. | ? | N#Cc1ccc2c(c1)C[C@]1(c3ccsc3)Oc3c(c(=O)oc4ccc(F)cc34)C2O1
. | -14% | Cc1sc2nc(CSc3ccc([N+](=O)[O-])cc3)[nH]c(=O)c2c1C
. | -17% | C=C(CC[C@@H](C)[C@H]1CCC2[C@]1(C)CC[C@]13C[C@@]14CCC(OC(=O)/C=C/c1ccc(O)c(OC)c1)C(C)(C)[C@@H]4CC[C@@]23C)C(C)C (some centres undefined)
. | 2% | CCC(=O)O[C@@H](OP(=O)(CCCCc1ccccc1)CC(=O)N1C[C@H](C2CCCCC2)C[C@H]1C(=O)O)C(C)C (some centres undefined)
. | ? | CC(=O)/C=C1\C(=O)N(C)c2ccccc21
. | -3% | COc1cc(CNCCN2CCOCC2)ccc1OCc1c(Cl)cccc1Cl
. | -20% | COC(=O)c1ccc(NC(=O)c2cnc3scc(C)n3c2=O)cc1
. | -13%[12.7 µM] | COc1cc2c(cc1OC)C1O[C@](c3ccsc3)(C2)Oc2cc(-c3ccccc3)oc(=O)c21
. | -19%[12.7 µM] | N#Cc1ccc2c(c1)C[C@]1(c3ccsc3)Oc3c(c(=O)oc4ccccc34)C2O1
. | 24% | Cc1ccc(C(=O)NC(C)c2nc3ccccc3n2CC(=O)Nc2c(C)cc(C)cc2C)cc1 (centres undefined)
. | -8% | Cc1cc2c(s1)c1c(n2C)C(=O)N(Cc2ccccc2F)C1
. | -4% | COC(=O)C1=C(C)N(Cc2ccccc2)C(=S)N[C@H]1CCc1ccccc1
. | -2% | c1cncc(CNc2ncnc3ccc(-c4ccco4)cc23)c1
. | 0% | CC(C)Sc1nc(-c2cccs2)nc2c1c(=O)n(C)c(=O)n2C
. | -8% | C[C@@H]1O[C@@H](OC2C(O)C(OCCc3ccc(O)c(O)c3)OC(CO)C2OC(=O)/C=C/c2ccc(O)c(O)c2)[C@H](O)[C@H](O)[C@H]1O (some centres undefined)
. | -1% | O=S(=O)(Nc1ccc(O)c2ccccc12)c1ccc(Br)cc1
. | 0% | CC1=NN(c2ccc(C(=O)O)cc2)C(=O)/C1=C/c1ccc(-c2ccccc2F)o1

Source: PubChem BioAssay

An excerpt; rates above refer to the full screens.
